Compound activity (PubChem BioAssay)
IDH1 R132H inh – human IDH1 R132H inhibition | AID 602179 | IDH1-R132H enzyme, NADPH consumption, diaphorase/resazurin fluorescence | O75874 | Potency, µM (top dose mostly 76.6 µM), for inactives: top-dose activity change, negative = inhibition, most hits filed as inhibitors | 390,000 compounds, 0.093% hits; note: potency is the fitted concentration of half-maximal effect; % is set by controls: 0 for no effect and ±100 for the full control effect; nearly all actives have a fitted effect of over 65% in size
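IDH1-R132H (0.5 ug/mL) preincubated 30 min with compound, then NADPH (0.016 mM) and alpha-KG (2 mM) added; 80 min at RT, pH 7.5. Remaining NADPH coupled via diaphorase/resazurin to fluorescence (540/590 nm); concentration-response curves normalized to no-enzyme control.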
TrxR1 inh – blocks rat thioredoxin reductase 1; Potency, µM (titrated, usually from 114 µM), without a hit: top-dose activity change, negative = inhibition, hits mostly inhibitors; O89049; recombinant rTrxR1, NADPH fluorescence consumption, selenite substrate; 390,000 compounds, 1% hits; AID 588453; note: potency is the fitted concentration of half-maximal effect; % is set by controls: 0 for no effect and ±100 for the full control effect; nearly all actives have a fitted effect of over 65% in size
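Rat TrxR1 (90 nM in the dispensed reagent) was pre-reduced with 400 uM NADPH for 5 min at room temperature, then incubated with compound for 15 min. After 400 uM selenite was added, NADPH fluorescence (Ex 340/Em 450 nm) was followed for 8 min.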
TrxR1 substrate – is turned over as a substrate by rat TrxR1. Potency, µM (titrated, usually from 114 µM), for inactives: at the highest dose activity change, negative = substrate turnover. AID 588456. 390,000 compounds, 0.01% hits. purified TrxR1 substrate turnover, NADPH consumption readout; note: potency is the fitted concentration of half-maximal effect; % is set by controls: 0 for no effect and ±100 for the full control effect; nearly all actives have a fitted effect of over 50% in size
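Rat TrxR1, dispensed at 90 nM, was prereduced with 400 uM NADPH (final) for 5 min at ~22 deg C, then incubated with compound 15 min before 400 uM selenite. A first-read NADPH fluorescence drop versus no-compound background flagged substrates.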
PGK inhibitor – T. brucei PGK inhibition. PGK/GAPDH coupled, Kinase-Glo luminescence, 60 min. Potency, µM (series often up to 57.5 µM), without a hit: at the highest dose activity change, negative = inhibition, most hits filed as inhibitors. 380,000 compounds, 0.043% hits; note: potency is the fitted concentration of half-maximal effect; % is set by controls: 0 for no effect and ±100 for the full control effect; nearly all actives have a fitted effect of over 60% in size
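Recombinant glycosomal PGK reaction used 1,3-bisphosphoglycerate generated in-well by GAPDH (100nM final) in 100mM TEA pH 7.6, 5mM MgCl2, 0.01% Tween-20. After 60 minutes at room temperature, ATP was read by Kinase-Glo Plus luminescence end-point.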
HP1b chromo inh – inhibitors of HP1-beta chromodomain binding to methylated histone tails | P83916 | AlphaScreen HP1-beta / biotin-H3K9me3 peptide binding | Potency, µM (top dose mostly 114 µM), for inactives: at the highest dose activity change, negative = inhibition, most hits filed as inhibitors | 390,000 compounds, 0.56% hits | AID 540317; note: potency is the fitted concentration of half-maximal effect; nearly all actives have a fitted effect of over 70% in size; inactives centre near 23
Target sequence (P83916 whole entry, looked up): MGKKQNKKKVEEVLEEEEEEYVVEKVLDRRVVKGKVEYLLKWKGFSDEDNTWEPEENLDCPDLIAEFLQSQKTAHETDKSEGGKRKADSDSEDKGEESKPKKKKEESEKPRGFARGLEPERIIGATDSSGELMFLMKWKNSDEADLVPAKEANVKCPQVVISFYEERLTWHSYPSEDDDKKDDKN
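AlphaScreen: HP1-beta (50 nM) preformed 30 min with biotin-H3(1-18)K9me3 peptide (50 nM) in PBS pH 7.4, 0.01% Tween-20. Compound added for 30 min at RT, then streptavidin donor/nickel chelate acceptor beads (10 ug/mL) for 30 min.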
GLS inh – blocks human kidney-isoform glutaminase activity; O94925; AID 624170; Potency, µM (doses to about 45.5 µM), inactives show top-dose activity change, negative = inhibition, actives largely listed as inhibitors; GLS enzymatic activity, qHTS titration; 410,000 compounds, 0.21% hits; note: potency is the fitted concentration of half-maximal effect; % is set by controls: 0 for no effect and ±100 for the full control effect
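hKGA in 45 mM KH2PO4 (pH 8.2), 0.02% Tween-20 with compound, then 1mM L-Glutamine (stock as added) plus glutamate oxidase/HRP/Amplex red coupling mix. Fluorescence read initially and after 30 min at RT; signal change reflects glutamate formation.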
USP1-UAF1 inh – blocks the human USP1/UAF1 deubiquitinase complex; O94782; recombinant USP1/UAF1, Ub-Rhodamine cleavage fluorescence; Potency, µM (titrated, usually from 57.1 µM), for the others: top-dose activity change, negative = inhibition, usual class: inhibitors; 390,000 compounds, 0.23% hits; AID 743255; note: potency is the fitted concentration of half-maximal effect; % is set by controls: 0 for no effect and ±100 for the full control effect; nearly all actives have a fitted effect of over 60% in size; inactives centre near -12
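High-throughput fluorogenic screen: 1nM USP1/UAF1 complex, Ub-Rho substrate 150nM final, 50mM HEPES pH 7.8 with 0.5mM EDTA, 0.1 mg/ml BSA, 1mM TCEP and 0.01% Tween-20.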
PI4K2A inh – inhibitors of human PI4K2A | Q9BTU6 | purified PI4K2A, ADP-Glo luminescence, 1 h; active compounds read low | activity change, negative = inhibition, % at 76.9 µM | 420,000 compounds, 0.13% hits; in the data active = activity change below about -50%; inconclusive = mostly about -30% to -49%;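 note: -100% = wells without enzyme as full effect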
Target sequence (Q9BTU6 whole entry, looked up): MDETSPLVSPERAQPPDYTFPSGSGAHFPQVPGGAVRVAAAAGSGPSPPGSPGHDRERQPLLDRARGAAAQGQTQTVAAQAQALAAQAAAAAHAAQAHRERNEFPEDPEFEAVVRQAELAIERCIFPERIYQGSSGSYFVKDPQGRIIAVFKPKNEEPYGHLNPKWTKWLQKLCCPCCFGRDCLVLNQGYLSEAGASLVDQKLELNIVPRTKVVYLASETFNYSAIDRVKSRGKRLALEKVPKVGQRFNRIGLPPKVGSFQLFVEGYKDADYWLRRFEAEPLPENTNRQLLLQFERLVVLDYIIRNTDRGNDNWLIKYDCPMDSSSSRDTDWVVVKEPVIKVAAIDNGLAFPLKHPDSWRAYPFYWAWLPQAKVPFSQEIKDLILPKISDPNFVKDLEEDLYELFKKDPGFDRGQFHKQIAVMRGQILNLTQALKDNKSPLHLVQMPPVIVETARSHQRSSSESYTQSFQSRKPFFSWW
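ADP-Glo luminescence measured ADP generated by PI4K2A enzyme (4 ug/mL before mixing) with 1.2 mM PI substrate (pre-mix) and 300 microM ATP (pre-mix). Tris pH7.5 buffer with MgCl2, Triton X-100; 1 h reaction at ambient temperature.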
Pin1 inhibitor – inhibitors of human Pin1; Q13526; Pin1 FP peptide displacement, HiFluor488, 10 min; Potency, µM (series often up to 115 µM), for the others: top-dose activity, negative = inhibition, actives largely listed as inhibitors; 390,000 compounds, 0.009% hits; AID 504891; active = well fitted inhibition curve with a large enough effect in the polarisation, with a control signal flat, not every such curve was filed as active; inconclusive = small, poorly fitted or top-dose-only effect, or effect the other way, or a change in a side signal; inactive = no such curve, though single readings can be large or run the other way; the % refers to the polarisation; note: potency is the fitted concentration of half-maximal effect; % is set by controls: 0 for no effect and ±100 for the full control effect
Target sequence (Q13526 whole entry, looked up): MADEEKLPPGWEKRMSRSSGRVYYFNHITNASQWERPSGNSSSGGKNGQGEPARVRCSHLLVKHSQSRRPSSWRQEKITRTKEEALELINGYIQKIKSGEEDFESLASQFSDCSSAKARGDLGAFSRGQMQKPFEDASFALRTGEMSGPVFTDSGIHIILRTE
An asterisk follows results filed as active; i = inactive; u = inconclusive; x = no result given; & = joins results of further samples; [ ] = remark or other dose. Unless noted, calls come from the whole dose curve; as a rule, active = well fitted curve in the direction sought with a large enough effect; inconclusive = small, poorly fitted or top-dose-only effect, or another doubt; inactive = no such curve, though single readings can be large; an effect the other way counts as inactive or inconclusive. A portion of the library; count on the stated rates, not on these rows.

| mol | IDH1 R132H inh | TrxR1 inh | TrxR1 substrate | PGK inhibitor | HP1b chromo inh | GLS inh | USP1-UAF1 inh | PI4K2A inh | Pin1 inhibitor |
| --- | --- | --- | --- | --- | --- | --- | --- | --- | --- |
| O=C(COC(=O)CCOc1ccccc1)Nc1ncc(Cl)cc1Cl | 4% | -5% | 7% | -7% | 31%[activator] | 5% | -23% | -5 | -1% |
| O=C(CSCc1ccc(F)cc1)N1CCc2c([nH]c3ccccc23)C1c1ccc(Cl)cc1 (centres undefined) | -15% | 27%[57.1 µM] | 2%[57.1 µM] | -10% | 7%[57 µM] | -16% | 17% | 0 | 2% |
| O=[N+]([O-])c1cc(Cl)c(O)c2ncccc12 | 13% | u | -16%[57.1 µM] | -3% | u | 14% | u | -10 | 15% |
| COC(=O)c1ccc(C2/C(=C(\O)c3cccc(OC)c3)C(=O)C(=O)N2CCCN2CCOCC2)cc1 (centres undefined) | 1% | -13% | -6% | 7% | 29% | 4% | -1% | -1 | 1% |
| O=C(OC1CCCCC1)c1ccc(NC(=O)C2CCCCC2)cc1 | 1% | 16%[57.1 µM] | -13% | i | 51% | 1% | -15% | -4 | 4% |
| COc1ccccc1OCc1cc(C(=O)N(C)CCC2CCCCO2)no1 (centres undefined) | 6% | -5% | -2% | -10% | 23% | -2% | -16% | -4 | -7% |
| O=C(Nc1cccc(S(=O)(=O)N2CCOCC2)c1)c1ccc(Cl)nc1 | -5% | 12% | 1% | -10% | 51%[activator] | 2% | -19% | -3 | 0% |
| CCNC(=O)C(=O)NCC1OCCCN1S(=O)(=O)c1ccc(F)cc1C (centres undefined) | 0% | -7% | -6% | -7% | 25% | 0% | -3% | -1 | 4% |
| Cc1ccc(CC(=O)Nc2ccc3c(c2)N(C)C(=O)c2ccccc2S3)cc1 | -14% | 2%[57.1 µM] | -10%[57.1 µM] | i | u | -6% | -11% | -2 | 25% |
| COc1ccc(-c2nsc(NC(=O)c3oc4cc(C)c(C)cc4c3C)n2)cc1 | 20% | 11% | -3% | 10% | 15% | -9% | -16% | 2 | 3% |
| CCC(C)(C)NC(=O)CN(Cc1ccc(F)cc1)C(=O)CCC(=O)Nc1ccccn1 | 0% | 39%[0.0914 µM] | 7%[0.0914 µM] | -4% | 18% | 12% | -9% | -15 | 1% |
| O=c1cc(O)c2c(=O)n(-c3ccccc3)c3ccccc3c2o1 | -3% | 9%[57.1 µM] | -9% | 2% | 55%[activator] | -2% | -24% | -5 | u |
| Cc1nnc2n(c1=O)C(CS(=O)(=O)c1ccccc1)CS2 (centres undefined) | 7% | -18% | -9% | -1% | 29% | -1% | -10% | -1 | -10% |
| COC1(OC)N=C(N)C2(C#N)C(c3ccc(C)cc3)C12C#N (centres undefined) | 0% | 30% | 9% | -10% | 20% | 3% | -4% | -13 | -12% |
| O=C(NNC(=O)C12CC3CC(CC(C3)C1)C2)c1cnccn1 | 2% | 0% | 1% | 4% | 33% | 7% | -16% | 0 | -7% |
| CC1CN(C(=S)Nc2cccc([N+](=O)[O-])c2)CC(C)O1 (centres undefined) | 8% | 11% | 10% | -7% | 27% | 5% | -26% | -1 | -8% |
| Brc1cc2c(cc1COc1ccc(-c3nn[nH]n3)cc1)OCO2 | 2% | 16%[57.1 µM] | 11%[57.1 µM] | -7% | 24% | 13% | -1% | 7 | -1% |
| O=C(NC(=S)NCc1ccc(F)cc1)c1ccccc1 | 1% | 13µM* | -13% | 5% | 8% | 8% | -10% | 3 | -9% |
| CSCC[C@H](NC(=O)C1CCN(C(=O)[C@H](Cc2ccccc2)NS(=O)(=O)c2ccc(C)cc2)CC1)C(=O)O | 7% | 1% | 9%[57.1 µM] | 3% | 25% | 0% | 0% | 8 | -2% |
| O=C(COc1ccc(Br)cc1)NNC(=S)NCc1ccccc1 | -5% | -18% | -5% | -1% | 9% | -9% | -5% | 4 | 0% |
| CC(C)c1ccc(C2(C)NC(=O)N(CC(=O)N3CCN(C(=O)c4cccs4)CC3)C2=O)cc1 (centres undefined) | -4% | 2% | 0% | 3% | 22% | 8% | -5% | 1 | -3% |
| Cc1ccc(S(=O)(=O)C(CNC(=O)c2ccccc2F)c2cccs2)cc1 (centres undefined) | 45%[activator] | 20%[57.1 µM] | 4%[57.1 µM] | -6% | 14%[57 µM] | 5% | -6% | -1 | -3% |
| Cn1cnc2c1c(=O)n(Cc1ccc(F)cc1Cl)c(=O)n2C | 6% | 2% | 5% | 6% | 34% | 8.9µM* | -1% | 3 | -3% |
| CCOc1ccccc1N(CC(=O)Nc1ccccc1Br)S(=O)(=O)c1ccccc1 | -1% | x | x | 11% | x | 0% | -9% | 0 | x |
| CC(C)OCCCNC(=O)c1ccc(CS(=O)(=O)c2cccc(C(F)(F)F)c2)o1 | -9% | 11% | -2% | -2% | 31% | 1% | -15% | 0 | -1% |
| Cc1ccc(N2C(=O)CC(NNC(=O)Cc3ccc(F)cc3)C2=O)cc1Cl (centres undefined) | -11% | 17% | 1% | 4% | 37% | 18% | -3% | -2 | 0% |
| CCC(=O)NC(Nc1sc2c(c1C(=O)OC)CCC2)C(Cl)(Cl)Cl (centres undefined) | 3% | -8% | -3% | -2% | 18% | 7% | -25% | 2 | 5% |
| COc1ccc(C)cc1NC(=O)C1CCN(S(=O)(=O)c2c(C)noc2/C=C/c2ccco2)CC1 | -3% | 9% | -1% | i | -16% | -13% | -9% | -14 | 2% |
| CN(C(=O)OC(C)(C)C)c1ccc(-c2nc3ccccc3s2)cc1 | x | 40%[activator] | 78%[activator] | -4% | 95%[activator] | 0% | x | -7 | 0% |
| c1ccc(Nc2nc(NCc3ccco3)nc3nccnc23)cc1 | x | -9% | -1% | x | 137%[activator] | x | x | x | u |
| COc1ccc(/C=N/NC(=O)C(C)Sc2ccccn2)cc1[N+](=O)[O-] (centres undefined) | -3% | 11% | -2% | 1% | 24% | 0% | -8% | 3 | -4% |
| Cc1cccc(CSc2nc3c(c(=O)n2C)SCC3)c1 | 3% | -4% | -2% | -8% | 6% | 2% | -15% | 0 | -5% |
| CCC(=O)N1CCc2cc(CNC(=O)c3ccc(OC)cc3)ccc21 | -22% | 26%[57.1 µM] | -3%[57.1 µM] | 5% | 10% | -12% | -17% | 0 | 6% |
| CC1=CC2(C#N)C3(N=C(N)C2(C#N)C(c2ccccc2)N1)OCCO3 (centres undefined) | -2% | -9%[57.1 µM] | 18%[57.1 µM] | -4% | 25% | 13% | -10% | 10 | u |
| COc1cccc(CN2CC(C(=O)NCCOc3ccccc3F)CCC2=O)c1 (centres undefined) | 10% | 11% | -1% | -3% | 7% | 2% | -22% | -4 | 5% |
| COc1ccccc1-c1nc(COc2ccc(Cl)cc2Cl)no1 | 2% | 21%[57.1 µM] | -21%[57.1 µM] | 0% | 197%[activator] | -10% | -8% | 0 | -2% |
| Cc1cc(Nc2ccccc2C(=O)O)n(-c2ccc([N+](=O)[O-])cc2)n1 | 11% | 4% | -9% | i | 40%[activator] | -1% | -23% | 7 | -6% |
| CC(C)NC(=O)CN1C(=O)COc2ccc(S(=O)(=O)N3CCCCCC3)cc21 | -7% | -14% | -10% | -1% | 35%[activator] | 1% | -8% | 1 | -9% |
| Cc1csc2ncnc(N3CCN(C(=S)Nc4ccc(F)cc4F)CC3)c12 | 3% | -2%[57.1 µM] | 1%[57.1 µM] | 2% | 35% | 9% | -24% | 0 | 3% |
| CCOc1ccc(CCNC(=O)c2sc3ncccc3c2-n2c(C)ccc2C)cc1 | -3% | 19%[57.1 µM] | 4%[57.1 µM] | -1% | 29%[57 µM] | -17% | u | 4 | 23% |
| O=C(NCCc1csc(-c2cccnc2)n1)c1ccccc1 | 4%&2% | 23%&3%[57.1 µM] | 3%&0%[57.1 µM] | -3%&-6% | 30%[57 µM] | 7%&-1% | -30%&-13% | 0&-4 | -3%&1% |
| Cc1cccc(N2CCN(C(=O)Cc3ccc(-n4c(=O)[nH]c5ccsc5c4=O)cc3)CC2C)c1 (centres undefined) | -1% | 7% | 8%[57.1 µM] | 0% | -7% | 6% | -24% | -1 | -7% |
| CCCCS(=O)CC(O)COCC (centres undefined) | -4% | -10% | -3% | i | 5% | -2% | 2% | 5 | -2% |
| CCOC(=O)c1cnc2c(cnn2C)c1NCCCn1ccnc1 | 4% | 18%[57.1 µM] | 10%[57.1 µM] | 0% | 2% | 5% | -9% | 1 | -1% |
| Cc1c(NC(=O)c2ccc(-c3ccccc3)cc2)cccc1C(=O)O | 0% | -9% | -6% | -4% | 24% | -3% | -17% | -1 | -1% |
| CCOc1cc(NC(=O)C2CC2)c(OCC)cc1NC(=O)CCn1nnc2ccccc21 | 0% | 8% | 1% | 1% | 38% | 5% | -7% | -2 | -4% |
| COc1ccc(-n2nnnc2SCC(=O)c2cccc(OC)c2)cc1 | -5% | 15% | 2% | -7% | 35% | -5% | -21% | 2 | 21% |
| Fc1ccc(CN2C3=NCCCN3c3ccccc32)cc1 | -4% | -2% | 0% | -9% | 32% | 1% | -17% | -5 | 0% |
